Coupling enz = qHTS Assay for Inhibitors of Fructose-1,6-bisphosphate Aldolase from Giardia Lamblia: Coupling assay counterscreen; activity change, negative = inhibition, % at 58.2 µM, hits read low; coupling enzyme system counterscreen, AmpLite Red fluorescence; 0.67% of 290,000 active; in the data active means activity change below about -30%; further: on the % scale 0 is the no-effect control and ±100 the full control effect
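Coupling enzymes only (glyceraldehyde-3-phosphate) + compound, at 57.5 uM final, 10 min RT; add substrate/coupling/AmpLite Red mix, 20 min RT; fluorescence ex 525/em 598 nm. Actives flag coupling-system interference.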
hERG WT inh = qHTS for Inhibitors of KCHN2 3.1: Wildtype qHTS; AID 720551, 2013; U2OS, BacMam KCNH2, thallium flux FluxOr; hits give low values; 0.37% of 340,000 active; activity change, % at 1.84 µM;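 active means maximum activity change below -70%; inconclusive means maximum activity change between -70% and -50%; inactive means maximum activity change above -50%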; further: on the % scale 0 is the no-effect control and ±100 the full control effect
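U2OS cells were transduced with wild-type KCNH2 virus (2.03 x 10^8 / mL) for 4 h at room temperature, then cultured overnight at 37 C. Thallium flux was read with FluxOr dye. Rate constants were normalized to DMSO controls.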
MBNL1 CUG block = qHTS Assay for Inhibitors of MBNL1-poly(CUG) RNA binding; Muscleblind-like protein 1 (Homo sapiens), Q9NR56; TR-FRET MBNL1-His/biotin-(CUG)12 binding, 665/545 ratio; Potency, µM (highest dose often 57.5 µM), inactives show at the highest dose activity change, negative = inhibition, most hits filed as inhibitors; 0.036% of 280,000 active; AID 2675, 2010; active means well fitted inhibition curve with a large enough effect in the signal ratio, with a control signal flat, not every such curve was filed as active; inconclusive means small, poorly fitted or top-dose-only effect, or effect the other way, or a change in a side signal; inactive means no such curve, though single readings can be large or run the other way; the % refers to the signal ratio; further: potency means the concentration at half of the fitted maximal effect; on the % scale 0 is the no-effect control and ±100 the full control effect
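TR-FRET readout: Ex 340 nm, 665/545 nm emission ratio, normalized to buffer-only (basal) and MBNL1-(CUG)12 controls. Complex of MBNL1-His with Biotin-(CUG)12, compounds 92 nM–58 uM, incubated 60 min at room temperature.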
S-ASM inh = Inhibitors of Secretory Acid Sphingomyelinase (S-ASM): qHTS. 0.006% of 340,000 active. Potency, µM (highest dose often 57.5 µM), for the others: at the highest dose activity change, negative = inhibition, usual class: inhibitors. placental ASM, HMU-PC fluorogenic substrate, 60 min. Sphingomyelin phosphodiesterase (Homo sapiens), P17405; further: potency means the concentration at half of the fitted maximal effect
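Fluorescence read-out (Ex 386 nm, Em 447 nm) after stopping the reaction at pH 10. Enzyme: ASM from human placenta; substrate HMU-PC0, 9 uM final; 60 min, 37 °C. Compound preincubation 10 min, ambient temperature.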
AT treatment = qHTS Assay for Identifying a Potential Treatment of Ataxia-Telangiectasia. 0.19% of 320,000 active. Potency, µM (top dose mostly 57.5 µM), for inactives: at the top dose activation, most hits filed as activators. AID 485349, 2010. […] A-T fibroblasts, KAP-1 phosphorylation AlphaLISA; neocarzinostatin DNA damage 30 min before lysis; further: potency means the concentration at half of the fitted maximal effect; % of control where 0% means no effect; nearly all actives have a fitted effect of over 45% in size
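hTERT-immortalized A-T patient fibroblasts ([…]), 500 cells/well in OPTI-MEM, 1% FBS, got compounds for 60 min, then NCS for 30 min at 37C. Lysates were then assayed for phospho-KAP-1 by AlphaLISA (anti-pKAP1 donor, anti-KAP1 acceptor beads), 6 hr at 25C.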
MLL CXXC-DNA inh = qHTS Fluorescence Polarization Assay for Inhibitors of MLL CXXC domain - DNA interaction | Histone-lysine N-methyltransferase 2A (Homo sapiens), Q03164 | MLL-CXXC / FITC-HOXA9 DNA fluorescence polarization | 0.037% of 290,000 active | AID 2662, 2010 | Potency, µM (doses to about 115 µM), for the others: at the highest dose activity change, negative = inhibition, hits mostly inhibitors; active means well fitted inhibition curve with a large enough effect in the polarisation, with a control signal flat, not every such curve was filed as active; inconclusive means small, poorly fitted or top-dose-only effect, or effect the other way, or a change in a side signal; inactive means no such curve, though single readings can be large or run the other way; the % refers to the polarisation; further: potency means the concentration at half of the fitted maximal effect
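Purified MLL-CXXC (added from a 7 uM solution) was preincubated 5 min at ambient with pinned compounds in 50 mM Tris-HCl pH 7.5, 50 mM NaCl, 1 mM DTT, 0.05% BSA. Fluorescein-labeled HOX-A9 DNA (50 nM solution) followed, 30 min, then polarization read.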
Integrin act MD = qHTS for Activators of Integrin-Mediated Alleviation for Muscular Dystrophy; 0.064% of 350,000 active; alpha7betagal myoblasts, beta-gal FDG fluorescence, 48 h; Potency, µM (titrated, usually from 38.3 µM), for inactives: top-dose activation, actives largely listed as activators;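 further: potency means the concentration at half of the fitted maximal effect; 100% = response of the positive control SU9516; nearly all actives have a fitted effect of over 60% in size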
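Alpha7betagal+/- myoblasts (passage 13) were plated 16-24 hr, then exposed to compounds (1:260 dilution of DMSO stock) for 48 hours at 37C. After MPER lysis, β-galactosidase reporter activity was read as FDG fluorescence (ex 480/em 540) after 30 minutes.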
KCNH2 3.1 block = qHTS for Inhibitors of KCHN2 3.1: Mutant qHTS. 0.95% of 340,000 active. AID 720553, 2013. activity change, % (tested at about 1.8 µM). U2OS KCNH2 3.1, thallium flux FluxOr; hits give low values;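 active means maximum activity change below -70%; inconclusive means maximum activity change from -70% to -50%; inactive means maximum activity change above -50%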;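 further: thallium influx rate constant from kinetic fluorescence after stimulation buffer; on the % scale 0 is the no-effect control and ±100 the full control effect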
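FluxOr-based Tl+ influx in U2OS cells transduced with KCNH2 3.1 virus; rate constants normalized to DMSO controls.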
TRPV1 ag = HTS Assay for Compounds that Act as Agonists of the Vanilloid Receptor 1; activation, % at 8.33 µM; 0.19% of 320,000 active; AID 540275, 2011; TRPV1-expressing cells, Fluo-8 calcium influx, agonist mode; in the data active means activation above about 80%; inconclusive means between about 30% and that limit; further: 0% is about no effect
Target sequence (Q8NER1 whole entry, looked up): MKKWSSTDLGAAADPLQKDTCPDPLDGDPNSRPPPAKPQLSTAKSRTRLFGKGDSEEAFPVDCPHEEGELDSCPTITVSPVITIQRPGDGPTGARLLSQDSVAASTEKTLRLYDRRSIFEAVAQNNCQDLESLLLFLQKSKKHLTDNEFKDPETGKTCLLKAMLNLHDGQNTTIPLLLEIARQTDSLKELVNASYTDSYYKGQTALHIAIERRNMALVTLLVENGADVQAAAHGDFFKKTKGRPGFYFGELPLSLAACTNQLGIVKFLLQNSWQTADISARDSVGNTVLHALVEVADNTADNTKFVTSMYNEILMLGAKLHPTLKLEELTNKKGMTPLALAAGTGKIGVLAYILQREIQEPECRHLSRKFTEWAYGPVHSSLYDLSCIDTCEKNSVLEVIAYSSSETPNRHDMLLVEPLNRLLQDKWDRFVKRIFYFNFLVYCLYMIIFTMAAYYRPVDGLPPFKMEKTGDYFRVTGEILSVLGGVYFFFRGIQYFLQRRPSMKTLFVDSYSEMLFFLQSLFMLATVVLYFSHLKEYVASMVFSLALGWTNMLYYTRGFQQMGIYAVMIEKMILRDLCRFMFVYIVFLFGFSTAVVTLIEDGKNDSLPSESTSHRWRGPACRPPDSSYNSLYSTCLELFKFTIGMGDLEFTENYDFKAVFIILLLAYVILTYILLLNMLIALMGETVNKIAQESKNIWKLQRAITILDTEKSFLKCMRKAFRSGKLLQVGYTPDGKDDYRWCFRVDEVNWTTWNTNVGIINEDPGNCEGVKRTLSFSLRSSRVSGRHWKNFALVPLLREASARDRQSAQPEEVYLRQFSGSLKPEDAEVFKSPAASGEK
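TRPV1-expressing cells were cultured overnight at 35.5C and loaded with Fluo-8 calcium dye for 40 to 90 min at room temperature. After a 10 s baseline, compound was added and calcium influx was read kinetically for 3 min (ex 480/em 520 nm).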
GALK inh = qHTS Assay for Inhibitors of Human Galactokinase (GALK); P51570; Purified GALK, Kinase-Glo residual ATP luminescence; Potency, µM (doses to about 57.5 µM), inactives show at the top dose activity change, negative = inhibition, most hits filed as inhibitors; 0.007% of 270,000 active; further: potency means the concentration at half of the fitted maximal effect; on the % scale 0 is the no-effect control and ±100 the full control effect
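Compounds were pin-transferred into ATP buffer (35 uM final), then GALK plus galactose (5 nM, 100 uM final) was added. After 1 h at room temperature, Kinase-Glo Plus was added and luminescence read after 10 min.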
Active calls of the source: *; ? = inconclusive; / = not tested or not shown; & = joins results of further samples; [ ] = another dose, or the depositor's remark. Unless noted, the call rests on the fitted dose curve; in most records, active means well fitted curve in the direction sought with a large enough effect; inconclusive means small, poorly fitted or top-dose-only effect, or another doubt; inactive means no such curve, though single readings can be large; an effect the other way counts as inactive or inconclusive.

no.	Molecule	Coupling enz	hERG WT inh	MBNL1 CUG block	S-ASM inh	AT treatment	MLL CXXC-DNA inh	Integrin act MD	KCNH2 3.1 block	TRPV1 ag	GALK inh
1	CC(C)C(=O)Nc1ccccc1C(=O)OCC(=O)c1ccc2c(c1)OCCO2	-1	-2	4%	-6%	6%	-2%	-6%	-15	8	-1%
2	C=CC[C@H](CC(=O)N[C@H](CO)Cc1ccccc1)C(=O)N[C@H](COC(=O)[C@@H](CC=C)CC(=O)OC(C)(C)C)Cc1c[nH]c2ccccc12	/	-14	/	-4%	-8%	/	-29%	3	/	/
3	O=C(c1cccnc1Cl)N(Cc1ccccc1)Cc1ccccc1	0	13	3%	2%	4%	0%	-10%	-6	18	-3%
4	COc1cc(CNc2nc3c(C)cc(C)cc3s2)ccc1O	-2	-3	1%	-15%	11%	-1%	18%	-3	11	-2%
5	C/C(=N/NC(=O)c1cnccn1)c1cccs1	2	15	?	4%	1%	8%	13%	5	-4	8%
6	CC1CCN(S(=O)(=O)N2CCC(C(=O)O)CC2)CC1	6	21	/	6%	0%	18%	4%	-4	12	0%
7	COc1cc(OC)c(C=O)c(OC(=O)N2CCOCC2)c1	-3	0	-5%	3%	-13%	-5%	1%	2	5	5%
8	COc1ccc(C(=O)/C=C2/C(=O)Nc3ccccc32)cc1	0	-2	-1%	-4%	17%	7%	-52%[inhibitor]	-10	10	10%
9	Cc1ccc(NC(=O)/C(=C\c2ccccc2)NC(=O)/C=C/c2ccccc2)cc1	-2	1	1%	-2%	7%	-5%	-17%	-2	-3	2%
10	Cc1cccc(N(C(=O)c2snc(C(N)=O)c2N)C(C)C(=O)NCC2CCCO2)c1 (stereo not drawn)	1	-12	1%	/	1%	-1%	?	-13	-2	-2%
11	O=C1CC(c2ccco2)CC(O)=C1C=NCCN1CCN(C(=O)Nc2ccc(Cl)cc2)CC1 (stereo not drawn)	5	7	/	0%	-5%	-7%	-22%	-2	28	0%
12	N#Cc1ccccc1OCC(=O)NC1CCCCC1	/	1	/	7%	-4%	/	20%	2	/	/
13	CC(C)=CCCC1=CCC2C(=O)NNC(=O)C2C1 (stereo not drawn)	1	-8	-17%	1%	-6%	0%	-6%	11	0	-1%
14	N#Cc1cc(N2CCOCC2)nc2ccccc12	4	1	21%	386%[activator]	?	-8%	-26%	-2	-2	-2%
15	O=C(Nc1ccc(OCC(=O)N2CCOCC2)cc1)c1cncc(Br)c1	1	-6	-20%[11.5 µM]	1%	1%	3%	29%	-7	-1	/
16	CCN(CC)S(=O)(=O)c1ccc(S(=O)(=O)NCC2CCCO2)cc1 (stereo not drawn)	0	3	-2%	7%	8%	-2%	18%	-19	2	1%
17	Cc1nn(Cc2c(F)cccc2Cl)c(C)c1NC(=O)C1CC1	1	-3	-16%[11.5 µM]	-1%	-1%	2%	-18%	10	2	/
18	CCOC(=O)C1CCCN(C(=O)c2ccc(Cl)c(S(=O)(=O)N3CCc4ccccc43)c2)C1 (stereo not drawn)	/	19	/	8%	/	/	-38%	54	/	/
19	Cn1cccc1C(=O)NC(=O)COC(=O)CNC(=O)c1ccc(Cl)cc1Cl	-13	-2	-10%	-4%	2%	8%	22%	-1	1	0%
20	CN(C)S(=O)(=O)c1ccc(NC(=O)CN2C(=O)NC3(CCCC3)C2=O)cc1	-1	-8	9%	-1%	0%	9%	0%	14	2	0%
21	Cc1cc(NC(=O)C23CC4CC(C2)CC(n2cnc([N+](=O)[O-])n2)(C4)C3)no1	0	/	?	0%	4%	-13%	3%	1	3	2%
22	O=S(=O)(c1cc(F)ccc1F)N1CCC2(CC1)OCCN2S(=O)(=O)c1ccccc1	/	-7	/	4%	3%	/	9%	-4	7	/
23	CSCCC(NS(=O)(=O)/C=C/c1ccccc1)C(=O)NCCc1ccc(S(N)(=O)=O)cc1 (stereo not drawn)	0	10	8%	-1%	3%	-23%	17%	4	-4	0%
24	CCOc1ccc(OCCC(=O)OCC(=O)Nc2ccc3c(c2)OCCO3)cc1	/	-1	/	-3%	7%	/	-15%	-1	4	/
25	CCc1ccc2nc3sc(C(=O)O)cc3cc2c1	-9	4	-8%	35%[activator]	0%	-7%	13%	2	-5	1%

Next section (five carried over from the part before).
no.	Molecule	Coupling enz	hERG WT inh	MBNL1 CUG block	S-ASM inh	AT treatment	MLL CXXC-DNA inh	Integrin act MD	KCNH2 3.1 block	TRPV1 ag	GALK inh
21	Cc1cc(NC(=O)C23CC4CC(C2)CC(n2cnc([N+](=O)[O-])n2)(C4)C3)no1	0	/	?	0%	4%	-13%	3%	1	3	2%
22	O=S(=O)(c1cc(F)ccc1F)N1CCC2(CC1)OCCN2S(=O)(=O)c1ccccc1	/	-7	/	4%	3%	/	9%	-4	7	/
23	CSCCC(NS(=O)(=O)/C=C/c1ccccc1)C(=O)NCCc1ccc(S(N)(=O)=O)cc1 (stereo not drawn)	0	10	8%	-1%	3%	-23%	17%	4	-4	0%
24	CCOc1ccc(OCCC(=O)OCC(=O)Nc2ccc3c(c2)OCCO3)cc1	/	-1	/	-3%	7%	/	-15%	-1	4	/
25	CCc1ccc2nc3sc(C(=O)O)cc3cc2c1	-9	4	-8%	35%[activator]	0%	-7%	13%	2	-5	1%
26	COc1ccc(C2=NCN(c3ccc(C)cc3)C(=S)N2)cc1	-1	6	10%	1%	/	-2%	12%	-4	-10	3%
27	O=c1c2cn[nH]c2[nH]c(=S)n1-c1cccc2ccccc12	-3	1	16%	6%	7%	2%	-4%	11	2	/
28	O=C(CSc1nnc(-c2ccc(S(=O)(=O)N3CCCC3)cc2)o1)NCC1CCCO1 (stereo not drawn)	-2	2	3%	3%	2%	-6%	8%	-3	-2	-3%
29	CCOC(=O)CSc1[nH]c(=O)cc(C)c1C#N	6	-4	-4%	0%	0%	1%	-11%	35	3	-3%
30	O=C(c1cc2c(s1)-c1ccccc1OC2)N1CCN(c2ccccn2)CC1	0	-15	42%[activator]	64%[activator]	8%	1%	26%	3	9	1%
31	COc1cccc(NC(=O)CNC(=O)c2ccc(OC)c(OC)c2)c1	-5	-6	-7%	2%	0%	0%	2%	-6	1	3%
32	O=C(Cc1ccc(Cl)cc1)Nc1ccc(C(=O)N2CCCCC2)cc1	/	1	?	2%	32%	-8%	24%	5	-1	-10%
33	CC(C)n1nc(C(=O)Nc2cccc(S(=O)(=O)NCc3ccco3)c2)c2ccccc2c1=O	-3	14	-15%	-1%	-18%	-13%	?	-15	5	4%
34	CC(C)(C)C1CCC(C(=O)OCC(=O)Nc2ccc3[nH]c(=O)[nH]c3c2)CC1 (stereo not drawn)	0	-18	2%	-9%	4%	0%	-13%	/	?	2%
35	O=C(NCCN1CCOCC1)c1cc(-c2ccccc2Cl)on1	4	-2	-6%	-4%	0%	15%	1%	-9	2	8%
36	Cc1c(C)c2c(c(C)c1O)CC[C@@](C)(CCC[C@H](C)CCC[C@H](C)CCCC(C)C)O2	-6&2&-2	-3	/	0%	/	0%	/	5	/	/
